# Assay outcomes from PubChem BioAssay.
# TAG inh = triacylglycerol accumulation inhibition. actives 0.66% (n = 230,000). inhibition, % at 12.5 µM. AID 651582. H9c2 cells, Nile Red lipid (TAG) fluorescence; cells loaded with 200 µM oleic acid;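 active means pattern-corrected inhibition of lipid staining of at least 50% with the nuclear-stain viability signal not falling by more than 50%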;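 further: 0% = DMSO wells and 100% = triacsin C control wells; some results filed as inactive read as strong as hits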
# TAG inh DAPI viability = second read-out of TAG inh, no call of its own (marks repeat the call); DAPI nuclei signal change (viability), lower = more cytotoxic, %;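 whole-well DAPI fluorescence read on a plate reader as a viability signal; minus 50 percent equals half of cells still viable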
# Starred values were filed as active, the others as inactive.
mol | TAG inh | TAG inh DAPI viability
COc1ccc(CCN2CC(C(=O)NCc3cccc(F)c3)CCC2=O)cc1 (configuration not stated) | 3 | -3
CSc1nnc(SCC(=O)N(C)c2c(N)n(Cc3ccccc3)c(=O)[nH]c2=O)s1 | -22 | -1
Cc1ccc(-n2ncc3c2CC(C)(C)CC3NC(=O)CN2CCCC2=O)cc1 (configuration not stated) | 19 | 0
CC(C(=O)Nc1ncccn1)(c1ccccc1)c1ccccc1 | -14 | -3
Cc1nc2ccc(NC(=O)c3cccs3)cc2s1 | 7 | 3
O=S(=O)(c1ccc(SCCO)nc1)N1CCOCC1 | -3 | 9
Cc1c(Cl)cccc1N=C1NC(=O)CS1 | 4 | 0
Cc1cc(NC(=O)CSc2nc(-c3ccc(F)cc3)cs2)no1 | 26 | -5
Cc1cc(=O)[nH]c2c3ccccc3nn12 | 5 | -1
C[C@@H]1CN([C@@H](C)CO)C(=O)CCCn2nncc2CO[C@H]1CN(C)Cc1ccc(C(F)(F)F)cc1 | -16 | 7
CCNC(=S)NNC(=O)CC(C)C | 15 | -9
CC(C)(C)NC(=O)CSc1nncn1NCc1ccccc1 | -4 | 0
Cn1nc(-c2ccccc2)cc1NC(=O)c1ccc(Cl)cc1 | -11 | -8
COc1ccc2nc(NC(=O)C34CC5CC(CC(NC(C)=O)(C5)C3)C4)sc2c1 | -3 | 8
CN(C(=O)COC(=O)c1ccc(Cl)cc1N)C1CCCCC1 | -1 | -2
O=C(Cc1cccc(NC(=O)C2CCN(C(=O)C3CCCC3)CC2)c1)Nc1cccc(C(=O)N2CCCCC2)c1 | 30 | -1
O=C(CN(C1CCCCC1)S(=O)(=O)c1ccc(Br)cc1)NCc1cccnc1 | -7 | 11
CCCC(=O)c1ccc(OCc2cn(CC(=O)c3ccc(O)cc3)nn2)cc1 | -6 | 3
COc1ccc(CC(=O)Nc2cc(NC(=O)Cc3ccc(OC)c(OC)c3)cc(C(=O)O)c2)cc1OC | -10 | 12
COc1ccccc1CNC(=O)c1cc(-c2ccc(F)cc2OC)n[nH]1 | -7 | 0
CCOc1ccc(S(=O)(=O)NCCC(=O)NCC(c2ccccc2OC)N2CCCC2)cc1 (configuration not stated) | 8 | 8
N#Cc1c(NC(=O)c2cc(-n3cnnc3)ccc2Cl)sc2c1CCCC2 | 28 | -7
COc1ccc(-c2ccc(-c3cc(=O)oc4cc(OC)c(OC)c(OC)c34)cc2)cc1 | 13 | 6
O=C(CSc1ccccn1)N/N=C/c1c[nH]c2ccccc12 | -4 | -4
CCOc1ccc(C(=O)NCC(=O)N2CCc3ccccc3C2)cc1OCC | 10 | -13

# Shown as labelled records: entries from further up
COc1ccccc1CNC(=O)c1cc(-c2ccc(F)cc2OC)n[nH]1
  TAG inh: -7 | TAG inh DAPI viability: 0

CCOc1ccc(S(=O)(=O)NCCC(=O)NCC(c2ccccc2OC)N2CCCC2)cc1 (configuration not stated)
  TAG inh: 8 | TAG inh DAPI viability: 8

N#Cc1c(NC(=O)c2cc(-n3cnnc3)ccc2Cl)sc2c1CCCC2
  TAG inh: 28 | TAG inh DAPI viability: -7

COc1ccc(-c2ccc(-c3cc(=O)oc4cc(OC)c(OC)c(OC)c34)cc2)cc1
  TAG inh: 13 | TAG inh DAPI viability: 6

# Remaining list, next part
mol | TAG inh | TAG inh DAPI viability
CC(CO)NS(=O)(=O)c1cccc(Cl)c1F (configuration not stated) | -2 | 2
CC(=O)N1CCN(S(=O)(=O)c2cccc(C(=O)Nc3ccc4c(c3)CCC4)c2)CC1 | 4 | 1
Cc1cccc2c(=O)c(Br)c(C)n(Cc3ccccc3)c12 | -11 | -4
CCC(=O)NC(c1cccs1)c1ccc2cccnc2c1O (configuration not stated) | 93 | -80
CCC(=O)OCC(=O)C1(OC(=O)CC)[C@H](C)C[C@H]2[C@H]3[C@H]([C@@H](O)C[C@@]21C)[C@@]1(C)C=CC(=O)C=C1C[C@H]3Cl (some centres not stated) | 11 | 8
COc1ccc(S(=O)(=O)N(Cc2cccs2)C2CCCC2)cc1 | -4 | -4
Cc1cnc(C(=O)OCC(=O)Nc2cc(S(=O)(=O)N3CCOCC3)ccc2Cl)cn1 | -22 | 9
O=C(O)c1ccc(-c2nnn(Cc3cccc(C(F)(F)F)c3)n2)cc1 | -4 | -1
O=C(N/N=C/c1cccnc1)C(O)(c1ccccc1)c1ccccc1 | -14 | -2
CC(C)C[C@@H](CO)NS(=O)(=O)c1cc(Cl)ccc1F | 2 | 0
Cc1ccc(CCSCC(=O)O)cn1 | -29 | 6
Cc1cccc(NS(=O)(=O)c2ccc(C(=O)NCC(c3ccco3)N(C)C)cc2)c1C (configuration not stated) | 1 | -25
O=C(NCc1ccco1)c1cccc2ccccc12 | -2 | -1
COc1ccccc1N1CCN(CCCCN2C(=O)c3ccccc3C2=O)CC1 | 3 | -8
COC(=O)N/N=C\c1ccc(OC/C=C/c2ccccc2)c(OC)c1 | 3 | -2
CN(C)c1ccc(/C=C/C(=O)c2ccc(O)cc2)cc1[N+](=O)[O-] | -8 | 4
CCc1ccc(C(=O)OCC(=O)N(CCOC)c2c(N)n(Cc3ccccc3)c(=O)[nH]c2=O)cc1 | 16 | -4
CC(=O)Nc1ccc2c3c(cccc13)CC2 | 24 | -17
O=C(Nc1ccccc1[N+](=O)[O-])OCC=Cc1ccccc1 | 0 | 3
O=C(COC(=O)C1CCCCC1)Nc1cccc(Br)c1 | 0 | 2
COc1ccc(-c2nc3nc(N)nn3cc2C)cc1F | 9 | -3
CC1=C(C#N)C(=O)N(C)C(C)(C)C1 | 8 | -4
CC(NC(=S)NCc1ccc(F)cc1)C12CC3CC(CC(C3)C1)C2 (configuration not stated) | -13 | 3
O=C(Nc1cccc(S(=O)(=O)NC2=NCCC2)c1)c1c(F)cccc1Cl | -20 | 6
CCn1c(CC(=O)Nc2ccc(OC)cc2)nnc1SCC(=O)N1CCOCC1 | -9 | 3

mol | TAG inh | TAG inh DAPI viability
CCCc1ccccc1OCCNC(C)=O | -9 | 1
COc1ccc(CCC(=O)NCCS(=O)(=O)N2CCN(c3ccccc3)CC2)cc1 | 9 | 2
CCCCCCc1ccc(N2C[C@H](Cc3ccccc3)[C@@H](CC(=O)NCc3ccc(OC)cc3)C2=O)cc1 | -3 | -1
Cn1c(SCC(N)=O)nnc1-c1ccc(C(C)(C)C)cc1 | 14 | -7
CN(CC(=O)Nc1cccc(F)c1)C(=O)c1ccc2c(=O)n3c(nc2c1)CCC3 | 3 | 5
Clc1ccc(N=C2SCCS2)cc1 | -13 | 1
O=C(Cc1ccc(F)cc1)Nc1nnc(SCC(=O)NC2CCCC2)s1 | -1 | 4
COc1ccc(-c2cnc3c(NC(C)=O)cc(-c4cccc(C(=O)NCCO)c4)cn23)cc1OC | 0 | 0
CNc1oc(-c2ccc(C)cc2)nc1P(=O)(c1ccccc1)c1ccccc1 | -5 | 19
CC(C)OC(=O)c1c(NC(=O)c2ccco2)sc2c1CCCCC2 | 14 | 0
CCOC(=O)[C@H]1[C@H]2COc3cc(OC)ccc3[C@@H]2N2C(=O)N(c3ccc(Br)cc3)C(=O)[C@@]12C | 8 | 1
O=C1N[C@@H](Cc2c[nH]c3ccccc23)C(=O)N[C@H]1Cc1ccccc1 | -1 | -3
Cc1cccc(NC(=O)CCn2nc(C)cc2C)c1 | -1 | 0
COc1ccc(C(=O)c2cc(C(C)=O)c(Nc3ccccc3)s2)cc1 | -42 | 4
CC1CCN(S(=O)(=O)c2cccc(C(=O)NC3CCCC3)c2)CC1 | -10 | 4
COC(=O)c1cccc(CN2C(=O)C(C)Sc3ccc(C#N)cc32)c1 (configuration not stated) | 3 | 11
CC(=O)N1CCN(C(=O)c2ccc(S(=O)(=O)Nc3cccc(C(F)(F)F)c3)cc2)CC1 | -22 | 0
COc1cccc(C2C(C(=O)Nc3cccnc3)=C(C)Nc3nnnn32)c1OC (configuration not stated) | -15 | -16
CC1=C(O)C(=O)OC1c1c(Cl)cccc1Cl (configuration not stated) | 1 | 8
O=C(Nc1ccc(F)cc1)c1cccc(N2C(=O)C3C4C=CC(C5CC45)C3C2=O)c1 (configuration not stated) | -22 | -7
C=CCn1c(=O)n(C(=O)OCC)c2cc(Br)ccc21 | 16 | -12
CC[C@H](C)C1NC(=O)[C@H](CC(=O)O)NC(=O)c2cc([N+](=O)[O-])cc(I)c2NCCC(C(N)=O)NC1=O (some centres not stated) | 7 | -6
CCc1sc(C(=O)NNC(=O)CNC(=O)c2ccccc2F)cc1C | -4 | 9
CCCN1C2CCCC1CC(NC(=S)Nc1ccc(OC)cc1)C2 (configuration not stated) | 6 | 12
O=C(NCc1ccncc1)C1CCCN(S(=O)(=O)c2ccc(Br)cc2)C1 (configuration not stated) | -11 | 5

# Each structure is followed by: TAG inh	TAG inh DAPI viability
- CCC(=O)Oc1ccc2c(C)cc(=O)oc2c1C(=O)CC
→ -14	5
- CCOC(=O)c1ccc(CNC(=O)Cn2nnc(-c3ccccc3)n2)o1
→ -14	8
- Cc1cc(C(=O)COC(=O)/C=C/c2ccco2)c(C)n1C
→ -3	4
- O=C(Cc1c(F)cccc1Cl)Nc1ccc(-n2cnnn2)cc1
→ -8	-1
- COc1ccc(N(CC(=O)NC2CCCCC2)S(=O)(=O)c2cccs2)cc1
→ 22	0
- CCOc1ccccc1CNCCO
→ -1	-4
- CC(=O)Nc1cccc(-c2ccnc3c2CC(C(=O)NCCN(C)C)O3)c1 (configuration not stated)
→ 6	-4
- O=C(NC1CCN(Cc2ccccc2)CC1)C1CCN(c2nnc(-n3cccc3)s2)CC1
→ 5	-3
- Cc1noc(C)c1S(=O)(=O)Nc1ccc2c(c1)CC(=O)N([C@H](C)CO)C[C@H](C)[C@H](CN(C)S(=O)(=O)c1ccc(F)cc1)O2
→ -3	2
- CC(c1cccnc1)N(CCN(C)C)C(=O)Nc1ccc(Cl)c(Cl)c1 (configuration not stated)
→ 3	-12
- CC(C)C(OC(=O)c1ccco1)C(=O)NCc1ccco1 (configuration not stated)
→ 4	-2
- CCC(C)N=CC1=C(O)C(C(=O)OC)C(C)(C)CC1=O (configuration not stated)
→ 7	-14
- CCN1CCN(Cc2ccc(NC(=O)Nc3ccccc3)cc2)CC1
→ -3	2
- COCCNC(=O)c1cccc(OC2CCN(Cc3ccccc3OC(F)F)CC2)c1
→ 3	-7
- Fc1cc(F)c(F)c(SCCc2ccncc2)c1F
→ -2	4

# Each structure is followed by: TAG inh	TAG inh DAPI viability
- Cn1c(=O)c2c(ncn2CC(=O)OCc2ccccc2)n(C)c1=O
→ -20	-5
- CSc1ncccc1C(=O)OC(C)C(=O)Nc1ccc2c(c1)OCCO2 (configuration not stated)
→ 25	9
- O=C(c1cc(-c2ccccc2O)on1)N1CCCC1
→ -19	-8
- CC(NC(=O)Cn1nc(C(F)(F)F)c2c1CCC2)c1ccccc1 (configuration not stated)
→ -13	-7
- CCN(Cc1ccccc1)S(=O)(=O)CCNC(=O)c1ccc(OC)cc1
→ 11	-1
- Cc1ccc(-c2cc(C(=O)N3CCc4ccccc4C3)no2)cc1
→ 4	-5
- NNC(=O)/C(=C\c1ccc(Br)cc1)NC(=O)c1cccs1
→ -11	9
- COc1ccc(N(C(=O)c2ccco2)C(C(=O)NC2CCCCC2)c2ccccc2)cc1 (configuration not stated)
→ 24	-14
- CSc1cc(SC)ncn1
→ 2	2
- Cc1nc2sc(C(=O)c3ccccc3)c(N)c2c(C)c1C
→ -25	16
- Cc1ccc(/C=C/C(=O)OCC(=O)NC(C)c2ccccc2)o1 (configuration not stated)
→ -14	-2
- CCN(Cc1ccncc1)C(=S)Nc1ccccc1
→ -18	1
- Cc1ccc2cccc(OC(=O)/C=C\c3ccccc3)c2n1
→ -17	4
- CCCCSCc1cc(C(=O)O)oc1C(C)(C)C
→ 3	-2
- Cc1ccccc1NC(=O)C1CCCN1S(=O)(=O)c1ccccc1C(F)(F)F (configuration not stated)
→ 9	-6

# Each structure is followed by: TAG inh	TAG inh DAPI viability
- CC(C)Oc1ccc(CNC(=S)Nc2ccccc2)cc1Cl
→ 3	-5
- COc1ccc(C(O)c2nc(-c3ccccc3OC)cs2)cc1 (configuration not stated)
→ 3	-6
- C(#CSCc1ccccc1)SCc1ccccc1
→ -9	-12
- CS(=O)(=O)CCC(C(=O)N1CCOCC1)N1C(=O)c2cc(Cl)c(Cl)cc2C1=O (configuration not stated)
→ -4	1
- Cc1ccc(NC(=O)C(=O)NN=C2CCCC2)cc1C
→ 3	0
- O=C(NN(CC(O)COc1ccccc1)CC(O)COc1ccccc1)c1ccccc1 (configuration not stated)
→ -35	1
- COc1cccc(C(c2sc3nc(C)nn3c2O)N2CCc3ccccc3C2)c1 (configuration not stated)
→ 8	-8
- CCCCN(C(=O)c1cc(CC)c(C)s1)c1c(N)n(CC(C)C)c(=O)[nH]c1=O
→ -2	-2
- O=C(CCNC(=O)c1ccccc1)NNC(=O)c1ccccc1Br
→ -10	-1
- OCC(O)C1OCOC(C(O)CO)C1O (configuration not stated)
→ -27	0
- N/N=C1\CCCc2c1[nH]c1ccc([N+](=O)[O-])cc21
→ 13	1
- C[C@@H]1CC=C[C@H]2[C@H]1C(=O)N(Cc1ccccc1)[C@H]2c1cccc([N+](=O)[O-])c1
→ -25	2
- Cn1c(=N)n(CC(O)c2cccs2)c2ccccc21 (configuration not stated)
→ -2	6
- O=C(NCc1ccco1)C1CCN(c2ccc(N3CCOCC3)nn2)CC1
→ -7	4
- Cc1cc(/C=N/NC(=O)c2ccccc2F)c(C)n1-c1ccccc1
→ 8	-6

# Each structure is followed by: TAG inh	TAG inh DAPI viability
- COc1ccc(CN2C[C@@H](CO)O[C@@H](n3cnc4c(N5CCN(c6ccccc6)CC5)ncnc43)C2)cc1
→ 21	-4
- CCCCN(C(=O)CSc1nc2ccccc2s1)c1c(N)n(CCCC)c(=O)[nH]c1=O
→ -21	-4
- COc1ccc(CC2(CO)CCN(Cc3ccc(NC(C)=O)cc3)CC2)cc1
→ 2	-16
- COC(=O)CSc1nc(C2CC2)cc(C(F)(F)F)c1C#N
→ -19	8
- COc1ccc(-c2nc(N)n[nH]2)cc1OC
→ -5	5
- Cc1ccccc1C(=O)Oc1ccc(-c2csnn2)cc1
→ -13	9

# An excerpt (hit frequency here may not be typical).
